# DAGLB inh: blocks human DAGLB lipase activity | HEK293T DAGLB membrane lysate, EnzChek fluorogenic substrate | inhibition, % at 5.17 µM | 340,000 tested, 0.059% active | AID 504411; in the data active = inhibition above about 34%;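 also: 0% = enzyme with vehicle and 100% = wells lacking enzyme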
# Target sequence (Q8NCG7 whole entry, looked up): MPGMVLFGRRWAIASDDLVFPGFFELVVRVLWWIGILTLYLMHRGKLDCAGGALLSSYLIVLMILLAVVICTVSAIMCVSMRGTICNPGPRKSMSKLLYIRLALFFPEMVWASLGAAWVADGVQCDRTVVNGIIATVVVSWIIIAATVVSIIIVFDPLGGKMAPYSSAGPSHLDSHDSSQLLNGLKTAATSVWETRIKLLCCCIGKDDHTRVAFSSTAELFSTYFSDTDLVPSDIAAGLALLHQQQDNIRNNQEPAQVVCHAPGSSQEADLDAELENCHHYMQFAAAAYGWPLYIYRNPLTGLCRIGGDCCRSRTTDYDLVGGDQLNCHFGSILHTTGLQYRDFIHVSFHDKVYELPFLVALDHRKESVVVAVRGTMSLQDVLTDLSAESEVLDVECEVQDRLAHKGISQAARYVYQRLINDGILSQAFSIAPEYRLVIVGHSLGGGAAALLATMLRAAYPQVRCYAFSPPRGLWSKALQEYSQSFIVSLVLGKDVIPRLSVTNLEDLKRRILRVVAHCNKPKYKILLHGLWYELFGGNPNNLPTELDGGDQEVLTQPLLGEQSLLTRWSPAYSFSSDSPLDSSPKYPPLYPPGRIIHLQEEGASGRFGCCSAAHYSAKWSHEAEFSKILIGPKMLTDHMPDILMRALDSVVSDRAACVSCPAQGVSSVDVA
# CAL PDZ FP: inhibitors of human CAL PDZ peptide binding; Q9HD26; inhibition, % at 20 µM; AID 504414; 330,000 tested, 0.02% active; purified CAL PDZ, TMR-peptide fluorescence polarization, 1 h;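 active = highest replicate inhibition of at least 40%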;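 also: plate controls were DMSO neutral control wells for no effect and unlabeled competitor peptide control wells for full effect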
#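 Material: tagged CAL PDZ domain; buffer or medium: 25 mM sodium phosphate pH 7.4, 150 mM NaCl, TCEP, IgG, Thesit; compound dosing: single point, 20 µM; schedule: 1 h incubation at room temperature before polarization reading; measured by: FP readout, S and P plane fluorescence; read-out basis: percent inhibition from loss of millipolarization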
# AddAB inh: less growth of phage-infected E. coli with AddAB; E. coli expressing H. pylori AddAB, absorbance growth; inhibition, % at 11.9 µM; 330,000 tested, 0.29% active; AID 435030; in the data active = inhibition above about 12%;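 also: 0% = vehicle wells of infected cells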
# Tat transport: inhibitors of E. coli Tat protein transport; inhibition, % at 10 µM; AID 488895; E. coli MC4100 TorA-mCherry Tat export, fluorescence; 340,000 tested, 0.036% active;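 active = mean replicate inhibition at least 50% and at least half of replicates individually reaching 50%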;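 also: exported cargo escapes ClpAP degradation while cytoplasmic cargo is degraded and loses fluorescence; 0% = median of neutral control wells and 100% = median of NaSCN control wells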
# PfHsp90 set2: reduces growth (ATP signal) of yeast expressing P. falciparum Hsp90; S. cerevisiae expressing PfHsp90, BacTiter-Glo ATP, 48 h; yeast lacking PDR1 and PDR3 efflux regulators; inhibition, % at 9.4 µM; 310,000 tested, 0.32% active; AID 504621;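 active = every replicate shows inhibition above about 80%, whatever the replicate mean, limit read from the data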;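 also: 0% = DMSO neutral controls and 100% = 20 µM radicicol positive controls; yeast relying on Plasmodium falciparum Hsp90 in place of its own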
# phage Ecoli inh: E. coli growth loss with phage present; growth absorbance; inhibition, % at 11.9 µM; 360,000 tested, 0.26% active; AID 651602; in the data active = inhibition above about 11%
# Wnt bcat act: Wnt/beta-catenin pathway activation; Wnt/beta-catenin reporter cell assay, activator, plate reader; activation, % at 9.35 µM; 300,000 tested, 1.2% active; in the data active = activation above about 30%, passing the limit was not always enough;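 also: 0% = neutral control wells and 100% = positive control wells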
# E coli growth: reduces bacterial viability in AddAB counter-screen | inhibition, % at 11.9 µM | E. coli V3065 growth, OD600 absorbance, 18 h | 330,000 tested, 0.27% active;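 active = inhibition above the campaign's mean inhibition across all tested compounds plus 3 SD, cut at about 9.9% in these data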;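 also: uninfected addAB+ strain grown without phage in ampicillin broth; 0% = DMSO wells and 100% = ciprofloxacin 0.95 µg/ml wells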
# PvdQ acylase: P. aeruginosa PvdQ acylase inhibition | inhibition, % at 10 µM | purified PvdQ acylase, fluorescence plate reader | 340,000 tested, 0.063% active; in the data active = inhibition above about 30%, passing the limit was not always enough;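 also: 0% = vehicle neutral wells and 100% = reference inhibitor wells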
# Rtt109 HAT inh: C. albicans Rtt109 histone acetyltransferase inhibition; 330,000 tested, 0.16% active; inhibition, % at 34.9 µM; purified Rtt109/Vps75, ThioGlo CoA-SH fluorescence, 4 h; AID 540336;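 active = inhibition of at least 50% in every replicate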
# Target sequence (Q5AAJ8 whole entry, looked up): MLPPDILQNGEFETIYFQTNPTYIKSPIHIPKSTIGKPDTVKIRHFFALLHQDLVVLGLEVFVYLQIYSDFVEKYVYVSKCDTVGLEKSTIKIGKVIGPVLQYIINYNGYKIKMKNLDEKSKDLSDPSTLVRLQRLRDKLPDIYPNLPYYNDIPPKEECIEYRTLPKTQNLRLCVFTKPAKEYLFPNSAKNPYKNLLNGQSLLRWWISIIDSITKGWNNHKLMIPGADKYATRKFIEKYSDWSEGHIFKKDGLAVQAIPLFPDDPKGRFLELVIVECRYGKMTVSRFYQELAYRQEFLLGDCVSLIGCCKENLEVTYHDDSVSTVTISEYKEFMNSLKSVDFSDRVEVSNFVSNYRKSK
# The depositor's hits bear a star; . = not tested or not shown.
# Results follow in this order: DAGLB inh, CAL PDZ FP, AddAB inh, Tat transport, PfHsp90 set2, phage Ecoli inh, Wnt bcat act, E coli growth, PvdQ acylase, Rtt109 HAT inh
COc1ccc2c(c1)c(=O)oc1cc(OCC(=O)NC3CC3)ccc12
    -1, -0.7, 1.1, -5, -8, 1.9, ., -2.6, -8, -10
O=C(NCc1cccnc1)C12CC3CC(CC(C3)C1)C2
    -6, ., 0.7, -6, -13, 2.3, -1, -0.3, 0, -8
Cc1cccc(OCCCC(=O)NNC(=O)c2cccc(N(C)C)c2)c1
    0, -1.2, 1.0, 12, ., 3.2, -2, 0.4, 2, 6
Cc1cc(-c2ccccc2)c2c(n1)sc1c(O)cc(=O)[nH]c12
    ., ., 0.7, ., ., 3.1, 2, 0.4, ., .
Cc1nc2ccc(NS(=O)(=O)c3ccc(F)cc3)cc2s1
    1, -1.3, 3.1, -3, 0, 5.3, -1, 1.6, -9, 3
O=C1CSC(c2ccc3c(c2)OCO3)N1c1ccc(Oc2ccccc2)cc1 (stereo unspecified)
    -3, -1.4, 0.7, 10, ., 5.0, 0, -1.2, -1, 8
Cc1ccc(S(=O)(=O)N2CCCC2C(=O)Nc2nc3c(s2)CCCC3)cc1 (stereo unspecified)
    -2, -1.9, 0.2, -4, -2, 3.3, ., -0.6, -9, 16
O=C(c1ccc(-n2cncn2)c([N+](=O)[O-])c1)N1CCN(S(=O)(=O)c2ccc(Cl)cc2)CC1
    2, -0.9, 0.7, 26, -12, 2.5, 0, 0.8, -6, 0
C/C(=N/NC(=O)c1cccs1)c1c(C)[nH]n(-c2nc3ccccc3s2)c1=O
    3, -0.7, 0.6, 0, 73, 2.3, 6, 0.5, -1, 14
O=C(Nc1cc2c3c(c1)C1CCCC1CN3CC1CCCC21)c1ccc([N+](=O)[O-])cc1 (stereo unspecified)
    13, -1.1, 0.2, -10, ., 1.5, -9, -2.2, -5, -12
CC(/C=C/c1ccccc1)=N\NC(=O)C1CC1(C)c1ccccc1 (stereo unspecified)
    -1, ., -1.6, 3, ., 5.0, ., -2.7, -12, 0
O=C(O)CCc1ccc(-c2ccccc2)o1
    -1, 1.4, 1.4, -6, 10, 1.7, 7, -0.6, -11, 78*
COC(=O)Cc1ccc(N(Cc2ccccc2F)S(=O)(=O)c2ccc(Cl)cc2)cc1
    -18, -2.2, -0.8, 6, -28, 0.3, -4, -2.6, -12, -1
CCCCn1c(N)c(N(Cc2ccccc2OC)C(=O)COc2ccccc2OC)c(=O)[nH]c1=O
    4, -0.7, 0.1, 1, ., 5.6, 1, -2.0, -8, 0
Cc1nnc(Sc2c(N)n(C)c(=O)[nH]c2=O)s1
    -4, -0.4, 0.7, -4, ., 2.9, -1, -3.4, -5, 0
O=C(CCCCCNc1nc(=S)[nH]c2ccccc12)NCCc1ccc(Cl)cc1
    0, 0.4, -0.3, -3, -17, 0.1, -2, 2.5, -8, 8
Cc1ccccc1C(=O)/C=C1\NC(=O)CS1
    0, -0.5, -0.5, 10, 19, -0.8, -8, 1.4, 9, -1
O=C(c1sc2ccccc2c1Cl)N(Cc1ccccc1Cl)C1CCS(=O)(=O)C1 (stereo unspecified)
    2, -1.5, 3.0, 5, 5, 1.3, ., 1.0, -1, 5
Cc1cc(C)c(C)c(S(=O)(=O)N2CCN(C(=O)CCC(=O)N3CCOCC3)CC2)c1C
    0, -1.1, 0.1, -2, 20, 0.1, 0, -2.3, -9, -8
Cc1cc(Cl)c(S(=O)(=O)NC(C)C)cc1OCC(N)=O
    4, -1.4, 2.1, 0, 8, 1.4, -1, 1.2, -5, 3
CC1=C(C(=O)NCc2ccccc2)C(c2cc(Br)cc(Br)c2OC(C)C)NC(=O)N1 (stereo unspecified)
    2, -1.0, 4.7, 0, ., 3.3, ., -2.8, 0, 10
CN(C)CCCNC(=O)c1cc(C(=O)C2CCCCC2)c[nH]1
    0, -0.4, 0.8, 0, ., 1.1, -4, 0.3, 2, -1
Cc1ccccc1Cn1c(C(=O)OC(C)C)cc2c1ccn2C
    -8, -3.6, 1.4, 9, ., 2.0, -1, 2.4, -13, -5
O=C(CN=C1NC(=O)C(c2ccccc2)(c2ccccc2)N1)NCc1ccc(F)cc1
    -13, -1.3, -1.1, -2, 9, 1.7, -1, 0.6, 7, 6
CCc1ccccc1N(CC(=O)O)S(C)(=O)=O
    -2, ., 2.9, 0, 15, 1.6, -3, 1.2, -18, 0
COc1ccc(S(=O)(=O)N2CCN(c3ccc(F)cc3)CC2)cc1C(=O)N1CCCC1
    -1, -1.5, 7.7, -4, -3, -1.5, 1, 0.1, 2, 11
CCOc1ccccc1/C=C(/NC(=O)c1ccccc1)C(=O)N1CCCCC1
    1, -0.5, 4.2, 2, -5, 1.6, -3, 6.1, 15, 27
COc1ccc(OC)c(C2=NOC(C(=O)N3CCCc4ccccc43)C2)c1 (stereo unspecified)
    -3, -2.3, -0.7, 10, ., 1.6, 0, -2.3, -1, 7
Oc1ccc2oc3c(c2c1C=NCc1ccncc1)CCCC3
    7, -0.9, -1.4, -5, 14, 1.1, 1, -0.8, -4, 2
CCN1C(=O)[C@H]2[C@@H](c3ccc(C)cc3)N3C(=O)N(c4cccc(Br)c4)C(=O)[C@@]3(C)[C@H]2C1=O
    -1, 0.0, ., -5, -2, 2.8, -2, ., 0, 5

# The list continues:
smiles	DAGLB inh	CAL PDZ FP	AddAB inh	Tat transport	PfHsp90 set2	phage Ecoli inh	Wnt bcat act	E coli growth	PvdQ acylase	Rtt109 HAT inh
COc1cc(C2c3c(-c4ccccc4)n[nH]c3C(=O)N2c2ccccc2)ccc1O (stereo unspecified)	1	-3.9	-1.3	22	-2	3.6	.	-0.2	1	-6
CN(C)CCCN(Cc1cc2cc3c(cc2[nH]c1=O)OCO3)C(=S)NCc1ccco1	0	-2.7	4.0	-1	-16	2.8	-2	0.1	-6	4
CC1=C(N2CCCCC2)CCC1=O	0	-0.1	3.2	1	-10	3.2	-1	2.4	-16	0
Cc1ccc(NC(=S)NNC(=O)c2ccco2)cc1	0	-1.2	-1.7	6	19	3.1	.	3.0	-3	3
COc1ccc(CCNC(=O)c2ccc(CNS(=O)(=O)c3ccc(C(C)(C)C)cc3)cc2)cc1OC	-1	1.9	1.6	0	-2	-1.0	0	-1.2	8	-6
Cn1cc(/C=C2\SC(=O)NC2=S)c2ccccc21	37*	1.7	0.0	9	37	0.2	-1	1.1	-8	11
CCOC(=O)CNC(=O)CSc1ccc2nnc(-c3cccnc3)n2n1	-2	0.4	3.4	-2	9	2.4	-1	4.0	4	-9
O=C(NCCCN1CCOCC1)[C@@H]1CSC2c3ccccc3C(=O)N21 (stereo partly specified)	-2	0.2	1.0	-4	-1	1.5	-1	-2.5	-1	-21
O=C1/C(=C/c2ccncc2)SC(=S)N1C1CCS(=O)(=O)C1 (stereo unspecified)	-1	-0.8	1.4	-18	9	0.3	-4	-1.2	-6	4
CC(=O)Oc1ccc(C(=O)Nc2cccc(C(=O)NC(C)(C)C)c2)cc1	1	-1.4	1.9	-8	-3	1.7	-8	0.4	-11	-2
COC(=O)C[C@H]1c2ccccc2S(=O)(=O)N1Cc1ccc(OC)cc1	-4	-0.3	2.5	-2	17	-0.1	-1	1.7	-7	10
CN(C)c1ccc(C(=O)c2ccc(N(C)C)c3ccccc23)cc1	-12	-0.8	2.6	9	-8	2.7	.	2.1	-2	-1

# Pulled by compound from the list above:
smiles	DAGLB inh	CAL PDZ FP	AddAB inh	Tat transport	PfHsp90 set2	phage Ecoli inh	Wnt bcat act	E coli growth	PvdQ acylase	Rtt109 HAT inh
COC(=O)Cc1ccc(N(Cc2ccccc2F)S(=O)(=O)c2ccc(Cl)cc2)cc1	-18	-2.2	-0.8	6	-28	0.3	-4	-2.6	-12	-1
O=C(O)CCc1ccc(-c2ccccc2)o1	-1	1.4	1.4	-6	10	1.7	7	-0.6	-11	78*
Cn1cc(/C=C2\SC(=O)NC2=S)c2ccccc21	37*	1.7	0.0	9	37	0.2	-1	1.1	-8	11
O=C1/C(=C/c2ccncc2)SC(=S)N1C1CCS(=O)(=O)C1 (stereo unspecified)	-1	-0.8	1.4	-18	9	0.3	-4	-1.2	-6	4

# Additional results follow.
smiles	DAGLB inh	CAL PDZ FP	AddAB inh	Tat transport	PfHsp90 set2	phage Ecoli inh	Wnt bcat act	E coli growth	PvdQ acylase	Rtt109 HAT inh
COc1ccc(N2CC(NC(=O)Nc3ccccc3)CC2=O)cc1 (stereo unspecified)	-3	-2.8	0.4	-1	-18	1.2	-1	3.0	-17	-2
CC(Cc1ccccc1)C(=O)N(C)Cc1cccnc1 (stereo unspecified)	2	-0.6	3.6	-8	-3	2.4	-4	2.1	-8	-3
O=C1OC(c2ccccc2)=NC12CC2c1ccc(Cl)cc1 (stereo unspecified)	29	0.2	3.0	-12	-12	3.2	-2	0.9	9	4
Cc1ccc(C)c(CSc2nnc(-c3cccs3)n2Cc2ccco2)c1	-2	-0.2	2.8	16	1	3.1	-5	-0.4	9	16
COc1ccc(C(C(=O)NC2CCCC2)N(Cc2ccccc2)C(=O)CNC(=O)c2ccco2)cc1 (stereo unspecified)	1	.	2.6	8	3	0.8	-1	-0.4	3	1
CCc1ccc(N2CC(O)(c3cccs3)[N+]3=C2SCCC3)cc1 (stereo unspecified)	1	-1.2	-0.5	-8	0	-0.6	0	0.9	5	7
O=C(NNc1c2ccccc2nc2ccccc12)c1cccc(O)c1	29	2.1	2.3	1	-1	1.9	.	-0.4	4	-15
Cc1ccc(S(=O)(=O)N2CCC(NC(=O)c3cccnc3)CC2)cc1Cl	-2	-1.8	1.3	-2	-11	0.0	-4	0.5	-17	5
Cc1ccc(C2CN(c3ccccc3)CC2C(=O)c2ccc(F)cc2)cc1 (stereo unspecified)	-15	-1.4	2.9	5	-12	0.5	.	1.3	10	1
COc1cc(Cl)c(C)cc1NC(=O)COC(=O)c1cc[n+]([O-])cc1	-2	0.0	0.2	1	-5	2.5	-1	-0.9	-15	9
COc1ccc(OCC(=O)Nc2ccc(NC(=O)c3cccs3)cc2)cc1	1	-2.4	4.6	0	-13	1.8	4	3.0	-9	-9
O=C(c1cnc2sccn2c1=O)N(Cc1ccccc1)c1ccccn1	2	-0.4	1.0	1	6	1.8	-1	-3.2	1	7
COC(=O)c1ccc(S(=O)(=O)NCc2ccc(OC)cc2)n1C	1	-1.2	0.5	-1	0	2.8	0	1.1	-10	5
O=C1c2ccccc2C(=O)N1c1ncn[nH]1	0	-1.4	0.6	-7	-10	2.5	2	-1.5	-17	-12
CC(NC(=O)CN(C)CC(=O)Nc1ccc(F)c(F)c1F)c1ccccc1 (stereo unspecified)	1	-1.5	-1.2	7	16	3.9	-5	0.3	-11	-1

# Screening results as filed in PubChem BioAssay.
